# Compound activity (PubChem BioAssay)
# STEP inh – STEP phosphatase inhibitors, primary screen, biochemical, fluorescence intensity, uHTS; Tyrosine-protein phosphatase non-receptor type 5 (Homo sapiens), P54829; recombinant STEP, OMFP fluorogenic substrate; inhibition, % at 20 µM; 0.25% of 360,000 active;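 active means inhibition at 20 µM, scaled per plate between control wells, above about 37%, limit read from the data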;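 further: 0% = DMSO with enzyme and substrate and 100% = substrate only without enzyme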
#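 System: STEP phosphatase, cell-free reaction; Buffer or medium: Bis-Tris pH 6.0 buffer with DTT, detergent; Incubation: 20 min at room temperature, dark; Measured by: fluorescence, 480/540 nm.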
# eLon inh – inhibitors of E. coli Lon protease, primary screen, biochemical, fluorescence polarization; 0.42% of 360,000 active; P0A9M0; purified E. coli Lon protease; AID 602123, 2011; inhibition, % at 7.94 µM; in the data active means inhibition above about 13%, passing the limit was not always enough;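 further: 0% = enzyme with probe and DMSO and 100% = no enzyme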
# Target sequence (P0A9M0 whole entry, looked up): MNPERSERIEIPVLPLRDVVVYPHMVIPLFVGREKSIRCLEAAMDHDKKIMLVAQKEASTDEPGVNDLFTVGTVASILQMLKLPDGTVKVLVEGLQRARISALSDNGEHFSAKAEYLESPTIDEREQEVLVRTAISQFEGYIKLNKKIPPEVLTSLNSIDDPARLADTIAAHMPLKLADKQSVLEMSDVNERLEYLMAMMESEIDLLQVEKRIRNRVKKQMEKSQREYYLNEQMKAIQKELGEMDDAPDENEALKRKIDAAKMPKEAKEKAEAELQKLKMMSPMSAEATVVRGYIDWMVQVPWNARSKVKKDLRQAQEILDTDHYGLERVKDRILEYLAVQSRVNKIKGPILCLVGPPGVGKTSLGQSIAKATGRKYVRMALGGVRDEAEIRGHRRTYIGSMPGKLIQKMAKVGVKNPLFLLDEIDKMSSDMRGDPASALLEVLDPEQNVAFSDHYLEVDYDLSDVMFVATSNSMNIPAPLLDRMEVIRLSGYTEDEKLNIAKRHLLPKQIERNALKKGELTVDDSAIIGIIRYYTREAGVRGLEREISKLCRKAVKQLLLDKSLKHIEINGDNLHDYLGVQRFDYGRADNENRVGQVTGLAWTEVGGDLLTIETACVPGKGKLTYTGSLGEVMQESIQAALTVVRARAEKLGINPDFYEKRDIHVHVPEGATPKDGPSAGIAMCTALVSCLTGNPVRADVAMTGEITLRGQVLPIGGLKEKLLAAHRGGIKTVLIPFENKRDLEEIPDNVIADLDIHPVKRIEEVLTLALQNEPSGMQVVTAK
# DNMT1 block – human DNMT1 methyltransferase inhibitors, primary screen, biochemical, molecular beacon, fluorescence, HinP1I cleavage, uHTS | DNA (cytosine-5)-methyltransferase 1 (Homo sapiens), P26358 | inhibition (reported as % activation of signal), % at 10 µM | 0.83% of 360,000 active | AID 588458, 2011; in the data active means inhibition above about 50%
# Scp-1 inhibitor – Scp-1 phosphatase inhibitors, primary screen, biochemical, colorimetric, uHTS; Carboxy-terminal domain RNA polymerase II polypeptide A small phosphatase 1 (Homo …; Recombinant Scp1, phosphopeptide, malachite green phosphate absorbance; inhibition, % at 20 µM; 0.88% of 340,000 active; AID 493091, 2011;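 active means inhibition above about 50% at 20 µM, limit read from the data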;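 further: plate controls were DMSO wells with enzyme for no effect and wells lacking enzyme for full effect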
#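 Material: truncated SCP-1 phosphatase (76-261aa) / Buffer or medium: 50 mM Tris acetate pH 5.5, 0.005% Tween-20, 10 mM MgCl2 / Compound dosing: one concentration, 20 µM, with 1.0% DMSO / Incubation: 45 min room-temperature reaction, 5 min colour, 30 min stabiliser / Detection: colorimetric free-phosphate detection, absorbance 630 nm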
# bovine MsrA act – bovine MsrA enzyme activators, primary screen, biochemical, absorbance, HTS. 0.3% of 360,000 active. purified bovine MsrA, absorbance read-out. activation, % at 10.6 µM. AID 602163, 2012; in the data active means activation above about 7.5%;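 further: 0% = vehicle and 100% = reference activator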
# MsrA inh – bovine MsrA enzyme inhibitors, primary screen, biochemical, absorbance, HTS; Methionine sulfoxide reductase A (Bos taurus); purified bovine MsrA, absorbance read-out; inhibition, % at 15.5 µM; 0.75% of 360,000 active; AID 651718, 2012; in the data active means inhibition above about 4.5%;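 further: 0% = vehicle wells with enzyme and 100% = reference inhibitor wells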
# SUMO1-SIM PPI – modulators of SUMO1 protein-protein interactions, primary screen, biochemical, uHTS | Small ubiquitin-related modifier 1 (Homo sapiens), P63165 | SUMO1 binding to a labelled peptide, TR-FRET, 1 h | inhibition, % at 20 µM | 0.33% of 360,000 active; in the data active means inhibition above about 37%
# Target sequence (P63165 whole entry, looked up): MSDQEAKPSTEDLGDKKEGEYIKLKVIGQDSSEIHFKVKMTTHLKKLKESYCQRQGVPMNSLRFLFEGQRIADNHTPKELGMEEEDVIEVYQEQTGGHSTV
# LMPTP inh – LMPTP phosphatase inhibitors, primary screen, biochemical, fluorescence intensity, uHTS. Low molecular weight phosphotyrosine protein phosphatase (Homo sapiens), P24666. recombinant LMPTP-A, OMFP fluorogenic substrate. inhibition, % at 20 µM. 0.22% of 360,000 active;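 active means compounds that cut the enzyme signal by at least half of the control window in the single-dose screen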;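 further: plate controls were DMSO wells with enzyme plus substrate for no effect and substrate without enzyme for full effect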
# Target sequence (P24666 whole entry, looked up): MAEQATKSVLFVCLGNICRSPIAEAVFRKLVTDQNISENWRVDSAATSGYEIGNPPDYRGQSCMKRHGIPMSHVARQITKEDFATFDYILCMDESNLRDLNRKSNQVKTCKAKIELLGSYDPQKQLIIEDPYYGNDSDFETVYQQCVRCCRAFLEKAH
#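 Buffer or medium: Bis-Tris pH 6.0, DTT, detergent; Assay system: LMPTP-A enzyme; Quantity: 0.625 nM enzyme; Detection: endpoint fluorescence intensity; Times: 50 min dark incubation at room temperature; Controls: substrate-only low control, DMSO enzyme-plus-substrate high control; Doses: single 20 µM dose; Read-out: percent inhibition versus substrate-only and uninhibited controls; Reagent: 400 µM OMFP.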
# Tb MetRS inh – T. brucei MetRS inhibitors, primary screen, biochemical, luminescence. purified T. brucei MetRS, ATP depletion, Kinase-Glo luminescence. inhibition, % at 11.9 µM. 0.4% of 360,000 active;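 active means inhibition above a per-plate cutoff of the control wells' mean inhibition plus 3 SD, cut at about 5.5% in these data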;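 further: 0% = DMSO wells median and 100% = median of wells with control inhibitor compound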
#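 Test system – parasite MetRS enzyme · Reagent – substrates ATP, L-methionine and bulk Escherichia coli tRNA · Doses – 11.9 µM compound single dose, 0.9% DMSO · Times – 15 min enzyme-compound preincubation, 2 h reaction, 10 min detection, 25 °C · Signal – Kinase-Glo luminescence, ATP depletion format · Controls – DMSO-only wells as low control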
# CendR NRP1 mod – modulators of CendR peptide binding to NRP-1, primary screen, biochemical, fluorescence polarization, uHTS; Neuropilin-1 (Homo sapiens), O14786; FAM-RPARPAR peptide binding to NRP-1; inhibition, % at 25 µM; 0.85% of 360,000 active;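 active means inhibition or corrected inhibition above about 18%, plus a signal ratio from 0.5 to 1.5, limit read from the data, passing the limit was not always enough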; further: strong numbers were not always called active
# Numbers without * were called inactive; / = not tested or not shown.
SMILES,STEP inh,eLon inh,DNMT1 block,Scp-1 inhibitor,bovine MsrA act,MsrA inh,SUMO1-SIM PPI,LMPTP inh,Tb MetRS inh,CendR NRP1 mod
Cc1ccc(NC(=S)NCCc2ccc(F)cc2)c(C)c1,1,-8,-3,1,0,-1.0,0,0.3,-0.7,5
CCN(CC)CCOC(=O)c1ccc(N/C=C(/C#N)c2nc(-c3ccc4c(c3)OCO4)cs2)cc1,86*,-36,-67,8,0,0.0,65*,22,-0.1,-90
C[C@H](CO)N1C[C@H](C)[C@@H](CN(C)S(=O)(=O)c2cn(C)cn2)Oc2c(NC(=O)Nc3ccc(C(F)(F)F)cc3)cccc2C1=O,-3,-5,-5,2,-5,-0.7,-2,-0.2,-0.5,1
CC1=Nc2cc(C(=O)NCCN3CCOCC3)ccc2Sc2c(C)ccc(C)c21,-2,5,-2,-11,-1,1.3,6,-0.9,-0.2,-2
COC(=O)CNC(=O)CSc1nc2sc(-c3ccccc3)cc2c(=O)n1-c1ccccc1,4,7,-6,-1,-4,1.6,-22,2.7,0.2,4
COc1ccc(-c2csc(NC(=O)C(CC(=O)O)N3CCOCC3)n2)cc1 (stereo unspecified),-1,6,1,-5,-12,-0.8,1,-0.1,3.0,-4
COc1ccc(/C=N/NC(=O)c2ccco2)cc1Cn1nc(C)c([N+](=O)[O-])c1C,0,9,4,5,-3,2.3,-11,-0.8,-0.2,2
Oc1ccc(C[C@H]2CNC(=S)N2CC2CCCN2C[C@H](Cc2ccc(O)cc2)N2C[C@H](Cc3ccccc3)N(CCc3ccccc3)C2=S)cc1 (stereo partly specified),4,1,-25,21,-3,1.1,6,1.7,-0.1,-1
C=C(C)[C@@H]1CC=C(C(=O)O)CC1,0,-1,1,-9,5,-0.6,3,-1.7,-0.9,-1
Cc1c(-n2c(SCC(C)C)nc3ccccc3c2=O)c(=O)n(-c2ccccc2)n1C,-2,-10,-2,-2,-3,-1.8,-1,0.0,-0.3,6
COc1ccc(S(=O)(=O)N2CCOc3ccccc32)cc1,-3,5,0,-1,-11,-1.5,2,1.4,-1.5,5
COC(=O)c1cc2occc2n1CC(=O)Nc1ccc(OC)c(OC)c1OC,4,-10,1,-3,-2,0.4,4,0.3,-0.5,3
COc1ccc(NC(=S)NCc2ccc3c(c2)OCO3)cc1,1,-4,-1,-3,-7,-0.2,-2,-0.5,-0.1,10
CCc1cc(=O)oc2cc(C)cc(OCC(=O)N3CCC(C(=O)NC(C)C)(c4ccccc4)CC3)c12,2,-4,2,-8,-3,1.6,1,-0.4,0.1,1
CCOc1ccc(NS(=O)(=O)c2ccc(NC(=S)NC(=O)CC(C)C)cc2)cc1,4,6,-3,-10,-12,1.2,4,1.0,-1.1,-5
CC12CCC(=O)N1C(C(=O)Nc1cccc3ccccc13)CS2 (stereo unspecified),-2,-10,1,-4,-4,0.9,-2,-2.3,0.3,0
Cc1cc(NC(=O)C2C3C(=O)N(CC4CCCO4)C(C(=O)NC(C)(C)C)C34C=CC2(C)O4)no1 (stereo unspecified),-4,-2,0,-5,-2,0.8,-1,-1.2,0.6,2
Nc1nonc1-n1nnc(C(=O)N/N=C/c2ccncc2)c1-c1ccccc1,-1,0,-1,-1,-1,0.0,-14,-0.3,0.1,10
COc1nnc(-c2ccc(N3CCCCC3)c(NC(C)=O)c2)c2ccccc12,5,-2,-5,-11,-1,-0.7,3,-0.1,-0.3,-15
CCOC(=O)C1C(=O)CC(C)(O)C(C(=O)OCC)C1c1ccc(N(CC)CC)cc1 (stereo unspecified),-2,0,4,-5,-3,-0.3,8,-0.3,0.0,-2
CCOC(=O)[C@]12CCCC=C1N(CCc1ccc(OC)c(OC)c1)C(=O)[C@H](CC(=O)NCc1ccccc1)C2,/,/,/,/,/,-0.1,-2,-0.5,-0.2,1
CCN1CCN(c2cc(N3CCN(C(=O)c4ccco4)CC3)c3c4c(onc24)-c2ccccc2C3=O)CC1,3,10,-21,11,-5,/,24,12,-0.9,-82
C/C(=N\NC(=O)c1cc2c(s1)CCC(C)C2)c1ccncc1 (stereo unspecified),1,3,5,-1,-10,1.0,-5,0.5,-1.2,-6
CC(C)CN(C(=O)COC(=O)C12CC3CC(CC(Cl)(C3)C1)C2)c1c(N)n(Cc2ccccc2)c(=O)[nH]c1=O,1,-7,6,-9,-3,0.4,6,-1.6,-0.2,-9
COc1ccc(C(=O)N/N=C/c2sc3ccccc3c2O)cc1,-6,-392,-10,-13,-5,/,-13,1.1,0.4,121
COc1ccccc1-n1cnc2cc(NCc3cccs3)ccc21,0,5,-7,-6,-1,0.0,-3,2.2,-0.2,2
OC[C@@H]1CCCN1Cc1nc(-c2cccs2)no1,-1,3,-1,-2,0,-0.1,-2,-1.3,-0.5,-6
O=C(CSCC(=O)c1ccccc1)Nc1ccccc1Cl,0,-2,2,-14,-1,1.7,0,-0.1,-0.1,16
O=C(Nc1ncn[nH]1)c1ccccc1O,0,-5,0,3,-4,2.0,2,-2.0,-0.5,-6
O=C(CSc1ccc2nnc(-c3ccncc3)n2n1)Nc1ccccc1F,-6,-10,10,-3,1,-0.5,6,-1.0,0.0,0
Cc1cc(/C=N/NC(N)=S)c(C)n1-c1cccc(Cl)c1,1,-7,-17,8,1,2.1,-2,0.2,-0.2,3
CCN1CCN(C(=O)c2cc(COc3ccc(F)c(F)c3)on2)[C@@H](C)C1=O,-1,-5,8,/,0,-0.1,-3,-0.9,0.2,-1
O=C1c2cccc3c([N+](=O)[O-])ccc(c23)C(=O)N1CCc1ccccn1,3,4,15,2,-6,-0.7,-23,1.4,-0.5,-11
CCOc1ncccc1C(=O)NNC(=O)c1csc(N2CCOCC2)n1,-2,-6,5,7,-1,2.6,-4,0.0,0.1,-16
COc1cccc2c1cc1c(=O)n(CC(=O)NCCCN3CCCCC3)nc(C)n12,-2,-3,3,-9,-1,/,-14,-1.2,-0.2,10
CCOC(=O)C1=C(C)N(c2ccc(C)c(C)c2)C(=O)/C1=C\c1ccco1,2,-5,4,-15,0,0.5,-4,2.9,-0.6,-8
CN(C)S(=O)(=O)c1ccc(N2CCCC2)c(C(=O)Nc2nc3ccccc3s2)c1,-2,-1,-1,-2,-7,0.6,1,-0.8,-0.7,8
COc1ccccc1C(=O)OCc1ccc2sc(C)nc2c1,-2,3,-4,1,-7,1.3,-1,0.0,-0.9,-3
O=C(NCc1ccc(F)cc1)c1ccc2c(c1)S(=O)(=O)c1ccccc1C2=O,-4,-15,-3,-9,-3,-0.6,-19,1.0,-0.1,-8
COc1ccc(S(=O)(=O)N2CCCC2CNC(=O)C(=O)NCc2ccc3c(c2)OCO3)cc1 (stereo unspecified),1,-2,0,-3,-3,-0.7,5,1.9,-0.2,0
COc1ccc(OCCCC(=O)Nc2ccc3c(c2)OCCO3)cc1,-2,-4,-4,-3,-2,-0.4,0,-1.2,-0.5,11
COc1ccc(/C=N/NC(=O)Cc2csc(Nc3cccc(C(F)(F)F)c3)n2)c(OC)c1,1,-3,-18,10,-3,1.4,-1,3.5,1.0,-5
CC1(C(=O)Nc2ccc(Cl)c(C(F)(F)F)c2)Cc2c(-c3ccc4c(c3)OCO4)ccnc2O1 (stereo unspecified),8,0,-6,/,-2,1.5,6,3.9,-0.1,1
CCCOc1ccc(C(=O)NCCO)cc1,0,-1,1,-2,-10,-0.2,0,-0.9,-0.7,2
Cc1ccc(CNC(=O)C2CCC(=O)N(Cc3ccc(Cl)cc3)C2)cc1F (stereo unspecified),1,2,-3,-3,-4,0.5,4,-0.7,-0.2,-3
CC(C)(C)c1ccc(OCCCCCCN2CCNCC2)cc1,6,-7,2,-3,-1,0.0,-3,-10,-0.5,3
CC(=O)c1ccc(S(=O)(=O)NC2CC(=O)N(c3ccc(C)cc3)C2)cc1 (stereo unspecified),-2,6,2,-9,-2,0.9,-2,-0.6,-0.4,-11
O=C(COC(=O)CN1C(=O)c2cccc([N+](=O)[O-])c2C1=O)NC1CCS(=O)(=O)C1 (stereo unspecified),2,-2,-1,-7,-4,-0.9,-20,-1.6,-0.7,3
COC(=O)c1nnn(-c2cc(Cl)cc(Cl)c2)c1C(=O)OC,-1,-12,-3,-8,-1,1.0,-1,-1.3,-0.4,-5
Cc1nc(N)nc(-c2ccccc2O)n1,1,1,0,0,5,0.2,2,2.8,0.1,0

# Record cards (already shown):
# Profile of COc1ccc(OCCCC(=O)Nc2ccc3c(c2)OCCO3)cc1 : STEP inh = -2; eLon inh = -4; DNMT1 block = -4; Scp-1 inhibitor = -3; bovine MsrA act = -2; MsrA inh = -0.4; SUMO1-SIM PPI = 0; LMPTP inh = -1.2; Tb MetRS inh = -0.5; CendR NRP1 mod = 11
# Profile of CCCOc1ccc(C(=O)NCCO)cc1 : STEP inh = 0; eLon inh = -1; DNMT1 block = 1; Scp-1 inhibitor = -2; bovine MsrA act = -10; MsrA inh = -0.2; SUMO1-SIM PPI = 0; LMPTP inh = -0.9; Tb MetRS inh = -0.7; CendR NRP1 mod = 2

# New compounds follow:
SMILES,STEP inh,eLon inh,DNMT1 block,Scp-1 inhibitor,bovine MsrA act,MsrA inh,SUMO1-SIM PPI,LMPTP inh,Tb MetRS inh,CendR NRP1 mod
Clc1ccc(OCCn2ccnc2)cc1Cl,2,-6,1,-3,-3,0.4,2,-0.7,0.5,10
CCOCCOC(=O)c1ccc(NC(=O)C2COc3ccccc3O2)cc1 (stereo unspecified),4,3,3,6,-2,-0.5,4,0.1,-1.0,12
Cc1cccc(-n2ncc(C(=O)NC3CCCC3)c2C2CCN(C(=O)OC(C)(C)C)CC2)c1,-2,-12,1,-1,-12,0.1,5,0.4,-1.5,4
CCc1ccc(NC(=O)N2CCCCCC2)cc1,1,-1,0,-5,-4,0.3,-2,1.7,-0.4,6
CCN1CCN(CC(=O)n2c3c(c4ccccc42)CC(C)CC3)CC1 (stereo unspecified),2,5,-2,-10,-2,0.4,-1,-0.5,-0.6,7
O=C(c1ccc2nc(N3CCCCC3)sc2c1)N1CCN(c2ccccn2)CC1,1,3,-3,1,0,-0.4,-2,1.2,-0.5,-9
Cc1ccc(/C=N/c2sc3c(c2C#N)CCC3)o1,-1,14,1,-1,-5,-1.0,5,-3.0,-0.3,3
COc1cc(CC(=O)Nc2nccs2)cc(OC)c1OC,0,2,-3,-8,-2,-1.8,0,-1.1,-0.2,-22

# An unsorted share of the library (roughly 4.3% active in at least one column).
